# From PubChem
# PHOSPHO1 block: PHOSPHO1 (human) inhibition. Q8TCT1. recombinant PHOSPHO1, absorbance phosphatase assay. inhibition, % at 13.3 µM. 290,000 compounds, 1.1% hits; in the data active = inhibition above about 60%
# Target sequence (Q8TCT1 whole entry, looked up): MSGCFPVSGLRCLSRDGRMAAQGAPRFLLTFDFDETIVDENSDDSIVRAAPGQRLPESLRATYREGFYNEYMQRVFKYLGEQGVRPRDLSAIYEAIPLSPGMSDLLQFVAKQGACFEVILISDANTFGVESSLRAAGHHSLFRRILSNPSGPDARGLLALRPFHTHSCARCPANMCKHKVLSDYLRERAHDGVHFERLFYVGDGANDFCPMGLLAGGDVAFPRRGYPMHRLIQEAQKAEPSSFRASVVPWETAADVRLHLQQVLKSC
# OXTR agonist: human OXTR agonism; P30559; CHO-OTR cells, Fluo-8 calcium fluorescence; normalized: DMSO 0%, oxytocin 100%; activation, % at 3 µM; 320,000 compounds, 0.32% hits; AID 2435;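 active = activation above the mean of all tested compounds plus 3 SD, cutoff set per screening run, cut at about 20% in these data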;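 also: peak over basal fluorescence ratio from a 100 s FLIPR kinetic read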
# IMP-1 inh: blocks Pseudomonas aeruginosa IMP-1 metallo-beta-lactamase | purified IMP-1, nitrocefin hydrolysis, epi-absorbance fluorescence | inhibition, % at 5.6 µM | 290,000 compounds, 0.45% hits;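 active = inhibition above the mean plus 3 SD of all compounds in the same screening run, cut at about 4.5% in these data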;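 also: 0% = IMP-1 with DMSO and 100% = DMSO wells lacking enzyme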
#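 System: purified recombinant IMP-1 beta-lactamase. Medium: Zinc- and detergent-supplemented HEPES buffer, pH 7.1. Compound: one 5.6 µM dose […]. Schedule: 15 min preincubation plus 25 min reaction at 25 °C. Technique: Epi-absorbance fluorescence, 480 nm excitation, 530 nm emission.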
# V1aR counter: counter-screen for oxytocin receptor agonists: human V1a receptor agonists. P37288. CHO-V1R cells, Fluo-8 calcium fluorescence, agonist mode; 0% DMSO, 100% 3 nM vasopressin. activation, % at 3 µM. 320,000 compounds, 0.25% hits;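 active = activation above the mean activation of all tested compounds plus 3 SD, per screening run, cut at about 20% in these data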;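 also: signal is peak over basal fluorescence ratio across a 100 second FLIPR read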
# GalR3 antagonist: antagonists of human GalR3. O60755. HEK293 GalR3-CNG cAMP membrane potential fluorescence; galR3 body fused to GalR1 C-terminus. inhibition, % at 3 µM. 360,000 compounds, 0.44% hits;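 active = inhibition above the screen-wide average plus 3 SD, cut at about 13% in these data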;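 also: forskolin and galanin both at EC90 stimulate the cells; cAMP rise reported by CNG channel membrane potential dye signal; 0% = forskolin plus galanin with DMSO and 100% = forskolin alone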
# Target sequence (O60755 1-299 limits assumed): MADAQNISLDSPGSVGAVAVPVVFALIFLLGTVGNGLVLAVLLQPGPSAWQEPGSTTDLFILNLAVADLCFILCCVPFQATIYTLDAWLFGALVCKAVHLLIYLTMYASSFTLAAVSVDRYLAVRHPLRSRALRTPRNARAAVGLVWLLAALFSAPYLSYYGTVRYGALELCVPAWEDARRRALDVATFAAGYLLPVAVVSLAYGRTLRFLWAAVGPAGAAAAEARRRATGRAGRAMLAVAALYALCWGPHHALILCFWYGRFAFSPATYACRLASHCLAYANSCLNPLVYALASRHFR
# VIM-2 inhibitor: blocks Pseudomonas aeruginosa VIM-2 metallo-beta-lactamase; purified VIM-2, nitrocefin hydrolysis, epi-absorbance fluorescence; inhibition, % at 5.6 µM; 290,000 compounds, 0.89% hits;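 active = inhibition above the mean of all tested compounds plus 3 SD, cutoff set per screening run, cut at about 7.5% in these data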;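 also: red hydrolysis product quenches plate fluorescence so inhibitors raise well fluorescence; 0% = enzyme with DMSO and 100% = DMSO without enzyme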
# HCV NS3 hel inh: HCV NS3 helicase inhibition; NS3 helicase DNA unwinding, Cy5 molecular beacon fluorescence; inhibition, % at 10.9 µM; 290,000 compounds, 0.56% hits; AID 1800;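 active = inhibition above the mean of all tested compounds plus 3 SD, set per campaign, cut at about 35% in these data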;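 also: 0% = DMSO wells and 100% = thioflavine S control wells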
#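 Control set: DMSO versus 110 µM thioflavine S; Material: NS3 helicase fragment of HCV; Measured by: Cy5 fluorescence at 0 and 60 min, beacon hairpin quenching; Read-out basis: percent inhibition from t60/t0 fluorescence ratio; Times: reaction time 60 min, 25 °C; Repeats: single replicate; Compound dosing: single dose, 10.9 µM nominal final, DMSO 0.8% final.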
# GPR7 antag: antagonists of human GPR7 (neuropeptides B/W receptor 1); GPR7-expressing cells, fluorescence antagonist assay; inhibition, % at 4.4 µM; 290,000 compounds, 1.1% hits; AID 1861; in the data active = inhibition above about 16%, passing the limit was not always enough;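 also: cells stimulated with the agonist NPW; 0% = agonist with vehicle and 100% = vehicle without agonist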
# Target sequence (P48145 whole entry, looked up): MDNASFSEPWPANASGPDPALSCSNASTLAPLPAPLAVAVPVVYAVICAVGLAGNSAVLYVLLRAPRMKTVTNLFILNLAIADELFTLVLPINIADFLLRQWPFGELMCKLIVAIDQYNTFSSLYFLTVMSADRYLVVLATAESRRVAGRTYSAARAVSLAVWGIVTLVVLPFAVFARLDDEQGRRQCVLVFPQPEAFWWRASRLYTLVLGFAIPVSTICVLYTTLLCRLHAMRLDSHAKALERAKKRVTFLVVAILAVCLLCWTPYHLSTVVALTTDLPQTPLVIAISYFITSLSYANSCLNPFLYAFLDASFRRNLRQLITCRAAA
# DNA FID counter: displaces DNA intercalator in HCV helicase counter-screen | DNA fluorescent intercalator displacement, fluorescence | inhibition, % at 7.9 µM | 290,000 compounds, 0.17% hits | AID 1845; in the data active = inhibition above about 37%;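 also: 0% = vehicle and 100% = reference compound; higher means more ethidium bromide displaced from hairpin DNA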
# Active calls of the source: *; . = no result given.
SMILES,PHOSPHO1 block,OXTR agonist,IMP-1 inh,V1aR counter,GalR3 antagonist,VIM-2 inhibitor,HCV NS3 hel inh,GPR7 antag,DNA FID counter
COc1ccc(CC(=O)N2CCC(CCC(=O)Nc3ccccc3)CC2)cc1,24,0.2,-2.9,1.8,-1,-3.8,6,-3,-28
O=C(Cc1cccs1)Nc1nnc(SCc2ccc(C(F)(F)F)cc2)s1,-9,1.7,-3.4,4.1,1,-2.6,17,-4,-5
COc1cc(/C=C/C(=O)N(Cc2ccccc2)c2ccccn2)cc(OC)c1OC,14,-1.8,-2.6,-0.2,-3,-2.4,-18,-6,-7
Cc1cccc(-n2c(-c3cccc([N+](=O)[O-])c3)nc3nc4ccccc4nc32)c1,4,-0.3,-4.6,-0.5,.,-0.7,2,-3,2
COc1ccccc1Oc1ccc(S(=O)(=O)N2CCCCC2)cc1NC(=O)CCNC(C)=O,53,1.1,-1.6,1.1,-3,-5.0,-3,-2,-22
O=C(COC(=O)C1(c2ccc(Cl)cc2)CCCC1)NCc1ccco1,20,-1.9,-3.2,1.3,-7,-1.8,1,9,-25
CC(=O)C1=C(c2ccccc2)NC(=O)NC1c1ccccc1 (stereo unspecified),.,-0.8,-0.2,0.6,-9,1.8,-6,-8,-5
CC(=Nc1ccc(C)cc1C)c1sc2ccccc2c1O,-44,-1.6,0.1,0.7,-5,-0.3,-6,4,-9
CC12C(=O)N(c3nccs3)C(=O)C1C1C=CC2C1 (stereo unspecified),-10,-0.1,-1.2,0.6,-3,-0.9,1,-23,-1
CC(C)(C)n1ncc2c(=O)n(CC(=O)NCc3ccc(F)cc3)cnc21,21,0.2,-1.3,1.8,6,-0.8,0,9,-1
CC(C)Oc1ccccc1C1CC(=O)Nc2cc3c(cc21)OCO3 (stereo unspecified),-4,2.6,0.9,-0.9,-11,2.6,-5,7,-21
Cc1ccc(Cl)cc1NC(=S)N1CCCCCC1,56,.,-1.6,.,.,-1.4,0,-2,-5

# Copied from above (four entries):
SMILES,PHOSPHO1 block,OXTR agonist,IMP-1 inh,V1aR counter,GalR3 antagonist,VIM-2 inhibitor,HCV NS3 hel inh,GPR7 antag,DNA FID counter
CC12C(=O)N(c3nccs3)C(=O)C1C1C=CC2C1 (stereo unspecified),-10,-0.1,-1.2,0.6,-3,-0.9,1,-23,-1
CC(C)(C)n1ncc2c(=O)n(CC(=O)NCc3ccc(F)cc3)cnc21,21,0.2,-1.3,1.8,6,-0.8,0,9,-1
CC(C)Oc1ccccc1C1CC(=O)Nc2cc3c(cc21)OCO3 (stereo unspecified),-4,2.6,0.9,-0.9,-11,2.6,-5,7,-21
Cc1ccc(Cl)cc1NC(=S)N1CCCCCC1,56,.,-1.6,.,.,-1.4,0,-2,-5

# Next section
SMILES,PHOSPHO1 block,OXTR agonist,IMP-1 inh,V1aR counter,GalR3 antagonist,VIM-2 inhibitor,HCV NS3 hel inh,GPR7 antag,DNA FID counter
Cc1ccc2cc(CN(C(=O)c3cccnc3)C(C)C)c(=O)[nH]c2c1,23,0.9,-1.2,2.2,-4,0.5,2,1,-14
CC1(C)Cc2c(ccc3ccccc23)C(c2cc3ccccc3oc2=O)=N1,25,-1.5,-0.8,-1.6,-7,-2.4,-7,-2,-16
COc1cc(NC(=O)NC2Cc3ccccc3C2)cc(OC)c1,42,-1.1,-1.1,1.8,-9,-3.0,-1,6,-14
COCCN(CCOC)C(=S)Nc1ccccc1,42,0.3,-3.5,0.2,-6,-3.8,7,0,-2
CC1(C)C(=O)OC(c2cccn2-c2ccc([N+](=O)[O-])cc2)C2(CCCCC2)C1=O (stereo unspecified),0,-0.8,0.1,1.1,-3,-0.8,-4,10,-1
CN(C(=S)NCCN1CCOCC1)C(c1ccccc1)c1ccccc1,-39,0.7,-2.1,0.5,-8,-2.9,-19,-4,8
Cc1cc(C(=O)OCC(=O)Nc2ccccc2)c(C)o1,34,-0.9,-0.9,-0.6,-2,1.4,-4,-1,-8
Cc1cccc(C)c1OCc1cc(C(=O)N(C)CCc2ccccn2)no1,14,-1.6,-3.7,0.3,2,0.1,2,-11,-40
N#Cc1ccccc1COC(=O)c1cccnc1N,32,4.8,-1.0,3.4,-7,1.2,-5,-19,-1
COc1ccc(-n2c(=O)c3ccccc3n(CC(=O)NC3CCCCC3)c2=O)cc1,-24,-0.6,-2.1,0.2,-2,0.7,5,-10,1
C[C@@H]1CC[C@H]2C(=O)N3[C@@H](CC[C@@H](C)[C@@H]3c3ccc(Br)cc3)C(=O)N2[C@H]1c1ccc(Br)cc1,4,0.0,-1.0,1.7,-10,1.6,-11,-20,-15
CCOCCCNC(=O)/C=C1\Sc2ccccc2N(Cc2ccccc2F)C1=O,-12,-1.8,-1.6,-0.3,0,-1.3,-8,19*,-31
O=C(COC(=O)c1ccc(Br)o1)Nc1nc2ccccc2s1,24,0.7,-4.5,0.8,-5,-4.3,2,-3,1
COc1ccc(C(C)=O)cc1COC(=O)c1ccc2c(c1)OCO2,-22,-1.2,-2.5,-0.8,-1,-2.9,-10,-1,-6
O=Cc1c(NCc2cccc(F)c2)c2ccccc2[nH]c1=O,36,-0.9,-1.8,0.1,-4,-1.1,-6,1,-13
Cc1ccc(N(C(=O)CNC(=O)c2ccco2)C(C(=O)NC2CCCCC2)c2ccncc2)c(C)c1 (stereo unspecified),5,0.9,-1.6,-0.1,-9,0.8,7,-6,-35
C=CCn1cc(/C=C2\SC(N3CCOCC3)=NC2=O)c2ccccc21,25,-2.5,-1.7,-0.7,-2,-0.5,-11,-16,-33
NC(=O)C[n+]1cccc2ccccc21,94*,0.9,2.8,0.5,-4,3.0,-12,-4,1
O=C(O)C(Cc1c[nH]c2ccccc12)NS(=O)(=O)c1cccc(Cl)c1Cl (stereo unspecified),40,0.0,2.2,-0.2,-9,0.8,30,0,-18
N#CC(C#N)=C1c2cc(S(=O)(=O)NCCO)ccc2-c2ccc(S(=O)(=O)NCCO)cc21,46,0.1,-0.7,0.3,-4,4.3,-7,-1,4
O=C(Nc1ccc2c(c1)OCO2)C1CC(c2ccc(Cl)cc2)=NO1 (stereo unspecified),-5,-0.2,-1.6,0.9,-1,-2.9,-7,8,-1
CNC(=O)C1CCN(S(=O)(=O)c2c(C)noc2/C=C/c2ccccc2F)CC1,-9,2.6,-4.3,1.9,.,-2.3,-1,1,-38
O=C(NC1CC2CCCC(C1)N2CC(=O)N1CCCc2ccccc21)C1CCCCC1 (stereo unspecified),4,-1.1,-2.5,-1.0,-5,-6.4,28,-10,-3
Cc1onc(-c2ccccc2Cl)c1C(=O)Nc1ccc(Br)cc1,28,-1.5,-1.0,1.9,-6,-1.2,-15,1,-12
O=S(=O)(c1ccc2c(c1)OCCO2)N1CCC(c2nc3ccc(Cl)cc3[nH]2)CC1,-25,4.6,-3.3,8.3,-5,-6.2,-14,-4,-23
Cc1ccc(NC(=S)NCc2ccc(S(N)(=O)=O)cc2)c(C)c1,40,-0.7,-3.6,-0.9,-6,-4.0,4,0,-1
S=c1[nH]nc(C2COc3ccccc3O2)o1 (stereo unspecified),96*,-0.2,-6.2,0.6,-4,-2.3,6,-1,-4
Cc1c(C(=O)O)cccc1-c1ccc(/C=C2/NC(=O)N(c3ccccc3)C2=O)o1,33,0.0,-1.7,0.4,-4,-4.2,11,-3,-20
COc1ccc(OC)c(Nc2cc(C)c3ccccc3n2)c1,.,-1.8,-0.2,0.3,-8,0.3,-7,21,5
COc1ccc(CC(=O)NC(C)c2nnc(SCc3nc4ccccc4c(=O)[nH]3)n2C)cc1 (stereo unspecified),2,-0.5,-6.0,-0.9,-4,-2.5,4,5,-17
COc1ccc(NCc2cc(=O)oc3cc(NC(C)=O)ccc23)cc1,3,1.5,-5.2,1.6,1,-1.7,16,11,-2
O=S(N1CCc2ccccc21)C12CC3CC(CC(C3)C1)C2 (stereo unspecified),1,-2.6,-0.6,-0.9,7,1.1,6,6,-32
Cc1cc(C)c(C)c(S(=O)(=O)NCc2cccnc2)c1C,7,1.1,-3.0,1.0,-6,-0.6,5,-6,-14
Cc1cc2oc(=O)cc(Cn3ccnc3)c2cc1C,18,-0.1,-3.4,0.6,-1,1.7,-1,-11,-6
CC(C)(C)NC(=O)CN(C(=O)Cn1nnc(-c2ccccc2F)n1)c1cccc2c1CCCC2,36,-1.1,-3.3,0.2,-5,-3.4,-14,-3,-41
BrC(=C\c1ccccc1)/C=N/Nc1nc2ccccc2[nH]1,19,-0.9,-2.5,0.8,1,-2.6,-8,-6,-3
Cc1cc(N2C(=O)C(O)=C(C(=O)c3ccco3)C2c2ccc([N+](=O)[O-])cc2)no1 (stereo unspecified),43,-1.0,-2.2,0.5,-1,-2.5,5,-3,-37
COc1ccc(C2c3ccc4ccccc4c3Oc3ncn(CCO)c(=N)c32)cc1OC (stereo unspecified),33,4.5,1.8,4.2,.,2.8,-53,9,-3
OC(CNCc1cccnc1)COc1ccc2ccccc2c1 (stereo unspecified),34,.,-3.0,.,-12,-2.5,-15,-7,5
Cc1[nH]n(-c2ccccc2)c(=O)c1C=Nc1cnc2ccccc2c1,19,-0.5,0.2,0.8,-1,-1.6,-2,-4,-2
SC(COCc1ccccc1)CN1CCN(Cc2ccc3c(c2)OCO3)CC1 (stereo unspecified),1,0.8,1.0,0.2,.,-1.9,-67,-7,19
CN(C)c1ccc(C2/C(=C(/O)c3ccccc3)C(=O)C(=O)N2CCCC(=O)O)cc1 (stereo unspecified),20,1.4,-1.3,1.2,-6,-0.4,-7,-8,-6
Cc1cccc(OCc2nc3ccccc3c(=O)n2N)c1,6,1.0,-4.3,-0.1,0,-4.6,9,-7,-5
Cc1ccc(S(=O)(=O)Nc2ccsc2C#N)cc1,.,-0.7,-3.3,1.1,-10,0.7,9,-6,-7
O=C(c1ccncc1)N1c2ccccc2Sc2ccccc21,4,-2.7,-3.0,-1.3,-1,-0.8,-7,2,-16
O=C(Nc1cccc(F)c1)Nc1ccnn1C1CCN(C(=O)c2cscn2)CC1,19,0.2,0.2,1.4,3,1.7,4,-6,-5
CSc1nsc(SCC(=O)N2CCN(c3ccccc3)CC2)n1,-14,-1.6,-3.1,0.6,0,-2.6,10,7,-13
CN(C(=O)c1cccc([N+](=O)[O-])c1)c1ccccc1C(=O)NCc1ccccc1,61*,0.5,-2.9,0.5,-1,-1.4,-1,-17,-25
N#CCCN1CCN(C2=NC(=O)/C(=C\c3cccs3)S2)CC1,0,-0.7,-2.1,-0.8,-10,-2.3,-1,-7,-10
CC1CCCCN1C(=O)c1ccc(NC(=O)c2ccccc2Cl)cc1 (stereo unspecified),-27,0.7,0.0,1.4,-5,0.0,-3,20,-29
CC1=C(C(=O)Nc2ccccc2C)C(c2ccc(C)o2)NC(=S)N1 (stereo unspecified),-6,-0.6,-5.7,-0.5,-5,-1.6,4,-2,-4
Cc1cc([N+](=O)[O-])nn1CC(=O)c1ccccc1,-25,0.3,-1.1,1.5,-3,-1.0,-4,-5,4
Cc1ccc(S(=O)(=O)N2CCOCC2)cc1C(=O)O,5,0.0,-3.6,0.1,-5,-5.1,4,0,1

# The order is random. About 4.3% of those tested had a hit in this group.
